Screening results as filed in PubChem BioAssay.
BRCA1 expr act: activators of BRCA1 expression; Potency, µM (doses to about 46.1 µM), for the others: at the top dose activation, usual class: activators; 380,000 compounds, 1.1% hits; AID 624202; MCF7-BRCA1-FFLuc reporter, luminescence, 48 h; response scale: scaled: vehicle 0%, 10 µM genistein 100%; active = well fitted activation curve with a large enough effect; inconclusive = small, poorly fitted or top-dose-only effect; inactive = no such curve, though single readings can be large or run the other way; also: nearly all actives have a fitted effect of over 80% in size; some results filed as inactive show a strong effect at the top dose
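Luminescence from a BRCA1-driven firefly luciferase in MCF7 cells was read after 48 h compound exposure at 37 C. Data normalized against DMSO and a 10microM genistein activation control, then curve-fitted across the titration.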
Active calls of the source: *; ? = inconclusive; & = joins results of further samples; [ ] = remark or other dose. Potency is read from the fitted curve at half-maximal effect. Some of the compounds tested, so the mix of outcomes need not match the whole.

# | molecule | BRCA1 expr act
1 | CCC(=O)N1Cc2cc(C(=O)NCC(F)(F)F)nc(-c3cccc(-c4cncnc4)c3)c2[C@@H]1CCO | -14%
2 | COC1=C2C[C@H](C)C[C@H](OC)[C@@H](O)[C@@H](C)C=C(C)[C@H](OC(N)=O)[C@@H](OC)C=CC=C(C)C(=O)NC(=CC1=O)C2=O | -13%
3 | CC[C@@H](NCCCn1ccc(NC(=O)OCc2ccccc2)nc1=O)c1ccccc1 | 14%
4 | Nc1c(OS(=O)(=O)c2ccccc2)cccc1OS(=O)(=O)c1ccccc1 | ?
5 | C1=Cc2ccccc2/C1=C/c1ccc2c(c1)OCO2 | 58%
6 | CNc1ccc2ncc(-c3ccccc3NC(C)=O)n2n1 | -1%
7 | C[C@@H]1COc2cccc(N3CCC[C@@H]3CO)c2S(=O)(=O)N1 | 13%
8 | CCc1ccc(N(CC(=O)N2CCCC2)S(C)(=O)=O)cc1 | 11%
9 | NCCCNC(=S)NCCCN(Cc1ccc(Cl)cc1)c1ccc(Br)cn1 | -72%&-4%
10 | NCc1csc(Nc2cc(Oc3ccccc3)ncn2)n1 | 41%
11 | CC1(C(=O)NS(=O)(=O)c2cccs2)CCN1C(=O)C1CCCCC1 (stereo not drawn) | 18%
12 | C[C@H](CO)N1C[C@H](C)[C@H](CN(C)C(=O)Cc2cccnc2)Oc2ncc(Br)cc2C1=O | 4%
13 | O=c1[nH]c(SCCc2ccccc2)nc2c1CCC2 | 8%
14 | COc1ccc(CNC(=O)OC2CC3CC2[C@H]2CCCCN2C3=O)cc1 (stereo partly drawn) | 5%
15 | CC(C)NC(=O)CN1CCN(C(c2cc3ccccc3o2)c2nnnn2C(C)(C)C)CC1 (stereo not drawn) | -13%
16 | Cc1cccc(NC(=O)CN2CCN(C(=O)CNC(=O)c3ccc(-c4ccccc4)cc3)CC2)c1C | -39%
17 | O=C(NC1CCS(=O)(=O)C1)c1cc2c(=O)n3ccccc3nc2n1Cc1ccccc1 (stereo not drawn) | 0%
18 | CCc1nc2ccc(C(=O)Nc3ccc(C(N)=O)cc3)cn2c1N(CCC(C)C)CCN(C)C | -14%
19 | O=C(CSc1ccccc1)NC1CC1 | 4%
20 | COc1ccc(CCN2C(=O)CCC2(C)c2nnnn2Cc2ccccc2)cc1OC (stereo not drawn) | 11%
21 | CCOC(=O)C1=CCN(S(=O)(=O)c2ccc(C)cc2)C1c1ccc(CC)cc1 (stereo not drawn) | -43%
22 | COc1ccc(NC(=O)c2sc(=O)n(Cc3ccc(SC)cc3)c2C)cc1OC | -5%
23 | COc1cccc(CC(=O)Nc2ccc3c(c2)c(=O)n(C)n3-c2ccc(C(C)(C)C)cc2)c1 | -25%
24 | O=C(Cc1ccccc1)NCC(=O)OCC(=O)c1ccc2ccccc2c1 | -13%
25 | COCCNC(=O)C1CCCN(C(=O)c2ccc(OC)c(F)c2)CC1 (stereo not drawn) | -3%
26 | CC(=O)c1ccc(NS(=O)(=O)c2cccc3cccnc23)cc1 | 3%
27 | O=C(O)CC(C(=O)O)C(=Cc1ccccc1)c1ccccc1 (stereo not drawn) | 2%
28 | Cc1ccccc1-n1c(SCC(=O)NC2CC2)nc2ccccc2c1=O | -38%
29 | Cc1cc2[nH]c(=O)c(=O)[nH]c2cc1S(=O)(=O)NCC(C)c1ccccc1 (stereo not drawn) | -1%
30 | CCCC[C@@H]1Cc2[nH][nH]c(=O)c2[C@@H](c2ccc(Cl)cc2)O1 | 14%
31 | Clc1ccc(-c2nc3ccc(Br)cn3c2Cc2ccccc2)cc1 | 36%
32 | CC1(C(=O)NS(=O)(=O)c2ccc(F)cc2F)CCN1C(=O)C1(c2ccc(Cl)cc2)CC1 (stereo not drawn) | -9%
33 | CCc1nnc(NC(=O)c2ccccc2NC(=O)C2CCN(C(=O)c3ccco3)CC2)s1 | -16%
34 | Cn1c(Nc2ccc(F)cc2)nc2cc(-c3ccsc3)sc2c1=O | -5%
35 | O=C(NCc1ccccc1)C1c2ccccc2OCC(=O)N1Cc1ccco1 (stereo not drawn) | -3%
36 | CC1=C(C(=O)N2CCOCC2)CC(CC(=O)NCCCN(C)C)C(=O)N1Cc1ccc(F)cc1 (stereo not drawn) | 22%
37 | O=S(=O)(c1ccc(OC(F)(F)F)cc1)N1CCN(c2nc(-c3ccccc3)nc3ccccc23)CC1 | 0%
38 | O=C(Nc1cccc(C(=O)O)c1)/C(=C\c1ccccc1)NC(=O)c1ccc(Br)o1 | 18%
39 | C[C@H](CO)N1C[C@H](C)[C@H](CN(C)Cc2cccc(O)c2)OCc2ccccc2-c2c(n(C)c3ccccc23)C1=O | 0%
40 | COCCN1C(=O)COc2ccccc2C1C(=O)NC1CCCCC1 (stereo not drawn) | 0%
41 | COc1ccc(CC(N)c2csc(NC(=O)Nc3ccc(OC)cc3)n2)cc1 (stereo not drawn) | -38%
42 | CC1(Cc2cc(Cl)ccc2C(F)(F)F)C(=O)Nc2ccc(-c3ccc(F)c(Cl)c3)cc21 (stereo not drawn) | -68%
43 | COc1ccc(Cl)cc1-c1cc(C(=O)Nc2ccc(Br)cc2)[nH]n1 | -58%
44 | COc1ccc(NC(=O)C2Cc3c(-c4ccc(Cl)cc4)ccnc3O2)cc1OC (stereo not drawn) | -30%
45 | Cc1cc2c3ccccc3[nH]c(=O)n2n1 | 7%
46 | FC(F)(F)c1cc(Cl)c2nc(-c3ccc(Cl)cc3)c(Cc3ccsc3)n2c1 | -22%
47 | O=C(Nc1ccc(F)cc1)Nc1nnc([C@H]2C[C@H](O)[C@@H](CO)O2)s1 | 61%
48 | CN1OC[C@@H]2CN(S(=O)(=O)c3cc(Cl)cc(Cl)c3)[C@H](c3ccc(-c4ccc(C#N)cc4)cc3)C[C@@H]21 | 50%
49 | CCCCCCCCCN(CCCCCCCCC)c1ccc(/C=C/c2ccnc3ccccc23)cc1 | -5%
50 | COc1ccc(S(=O)(=O)N2CCN(C(=O)c3ccccc3Cc3ccccc3)CC2)cc1OC | -12%
51 | CN(C)c1ccc(/C=C/c2sc3ccccc3[n+]2Cc2ccccc2)cc1 | 6%
52 | CCOC(=O)C1=CCN(S(=O)(=O)c2ccc(C)cc2)C1c1cccc(F)c1 (stereo not drawn) | -17%
53 | CCOc1ccc(CCN2C(=S)N([C@@H](CC(C)C)CN3CCC[C@@H]3CN3C(=S)NC[C@@H]3CC(C)C)C[C@@H]2Cc2ccc(O)cc2)cc1 | 0%
54 | CCOC(=O)[C@]12CCCC=C1N(Cc1cccc3ccccc13)C(=O)[C@H](CC(=O)NCCCOC)C2 | 3%
55 | COc1cccc(-c2cc3c(c4c2ccn4C)C2CCC3C2)c1 (stereo not drawn) | 4%
56 | O=C(CNC(=O)C1CCCCC1)OCC(=O)c1ccc(C2CCCCC2)cc1 | 0%

Later entries:
# | molecule | BRCA1 expr act
57 | C[C@@H]1CN([C@H](C)CO)C(=O)CCCn2cc(nn2)CO[C@H]1CN(C)C(=O)OCc1ccccc1 | 0%
58 | CCOc1ccc(S(=O)(=O)N2CCCC2)c2ccccc12 | -22%
59 | O=C(c1ccc([N+](=O)[O-])s1)N1CCN(c2ncccn2)CC1 | -6%
60 | COc1ccc(OCCNC(=O)c2ccc3nc(C)c(N(C)Cc4ccc(NC(C)=O)cc4)n3c2)cc1 | 16%
61 | CCN(C)c1cc2c(c3c1ccn3C)C1CCC2C1 (stereo not drawn) | 22%
62 | COC(=O)[C@H]1C[C@H](OC(=O)NCc2ccccc2F)[C@@]2(O)CN(S(=O)(=O)c3ccc(C)cc3)CC2[C@H]1C(=O)OC (stereo partly drawn) | 0%
63 | COc1ccc(-c2csc(C(O)c3ccc(F)cc3)n2)cc1OC (stereo not drawn) | 2%
64 | O=C(OCc1cn([C@H]2C[C@H](c3ccccc3)N(C(=O)c3cccs3)C[C@@H]2O)nn1)c1ccccc1 | 2%
65 | NC(c1csc(NC(=O)Nc2ccccc2Cl)n1)C1CCCCC1 (stereo not drawn) | 29%
66 | CN[C@H]1C[C@H]2c3[nH]c4ccc(-c5cccc(C)c5)cc4c3CCN2C[C@H]1[C@H](C)O | -92%[inhibitor]
67 | CC(=O)c1cccc(-c2ccc3c(c2)C(C)(Cc2ccc(S(C)(=O)=O)cc2)C(=O)N3)c1 (stereo not drawn) | -15%
68 | COc1ccccc1Cc1c(-c2ccc(OC)c(OC)c2)nc2c(C)cc(Br)cn12 | -52%
69 | Cc1noc(C)c1NC(=O)Nc1ccc2c(c1)C(=O)N([C@@H](C)CO)C[C@@H](C)[C@H](CN(C)C(=O)Nc1cccc3ccccc13)OCCCC[C@H](C)O2 | 19%
70 | COc1ccc(-n2nnnc2C(C2CC2)N2CCN(C/C=C/c3ccccc3)CC2)cc1 (stereo not drawn) | -13%
71 | O=C(NCC1CC1)c1csc([C@@H]2O[C@H](CO)[C@H](O)[C@H](O)[C@H]2O)n1 | 8%
72 | CCC(C)CNC(=O)c1[nH]c(C(F)(F)F)nc1-c1ccccc1 (stereo not drawn) | 9%
73 | Cn1ccc2c(N(Cc3ccccc3)Cc3ccccc3)cc3c(c21)C1CCC3C1 (stereo not drawn) | 0%
74 | c1cncc(C2SCCCS2)c1 | -1%
75 | CCOc1ccc(NC(=O)CN(C)C(=O)CCc2nc3ccccc3c(=O)[nH]2)cc1OCC | -14%
76 | Cc1cc(C)c2c(CN(C)Cc3ccccc3)cc(=O)oc2c1 | 13µM*
77 | CC(C)(C)c1ccc(CC(=O)N2CCC2(C)C(=O)Nc2cccc3cccnc23)cc1 (stereo not drawn) | -15%
78 | CC(=O)NC(c1ccc(F)c(F)c1)c1nc(-c2cnc3ccccc3c2)cs1 (stereo not drawn) | -3%
79 | Cc1nc2cc(OC3(C)CCN(Cc4ccc(OC(F)(F)F)cc4)C3)ccc2s1 (stereo not drawn) | -12%
80 | CCCS(=O)(=O)NC(=O)C1(C)CCCN(C(=O)c2cccc(C(F)(F)F)c2)C1 (stereo not drawn) | 21%
81 | COc1cc2oc(=O)cc(CN3CCN(c4ccccc4OC)CC3)c2cc1Cl | 0%
82 | COC(=O)[C@]12CCCCC=C1N(Cc1ccc(Cl)cc1Cl)C(=O)[C@H](CC(=O)N1CCCCC1)C2 | -17%
83 | COc1ccc(-c2ccc3[nH]c4c(c3c2)CCN2C[C@@H]([C@H](C)OC(=O)Nc3cc(Cl)cc(Cl)c3)[C@@H](N(C)C(=O)Nc3cc(Cl)cc(Cl)c3)C[C@@H]42)cc1 | -22%
84 | CC(C)N1CCCC(C)(C(=O)Nc2ccc3c(c2)OCO3)C1 (stereo not drawn) | 16%
85 | Cc1nc(SCC(=O)N2CCNC2=O)c(C#N)c(C)c1C | 4%
86 | O=S(=O)(O)Sc1ccccc1 | -18%
87 | O=C1C=CC(O)C2(CO)OC12 (stereo not drawn) | -52%
88 | Cc1ccc(-c2nc3ccc(Br)cn3c2Cc2ccccc2)cc1 | ?
89 | C[C@H](CO)N1C[C@H](C)[C@@H](CN(C)Cc2cccc(C(=O)O)c2)OCc2cnnn2CCCC1=O | 8%
90 | C[C@H]1CN([C@@H](C)CO)S(=O)(=O)c2ccc(Br)cc2O[C@H]1CN(C)C(=O)CN(C)C | 9%
91 | COc1ccc(NC(=O)C[C@H]2C(=O)N(Cc3ccccc3)C[C@@H]2C)cc1 | 6%
92 | Cc1ccc(S(=O)(=O)NC(=O)C2(C)CCN2C(=O)Cc2ccc(-c3ccccc3)cc2)cc1 (stereo not drawn) | 0%
93 | CC(=O)Nc1ccc(CN(C)c2c(C)nc3ccc(C(=O)N4CCN(C(C)=O)CC4)cn23)cc1 | 10%
94 | C=CCNc1nc2cc(-c3ccccc3OC)sc2c(=O)n1C | 82%
95 | C[C@@H]1CCCCO[C@H](CN(C)C(=O)c2ccncc2)[C@H](C)CN([C@@H](C)CO)C(=O)c2cc(NC(=O)c3ccccc3)ccc2O1 | -2%
96 | Cc1c(P(=S)(c2ccccc2)c2ccccc2)[n+]2ccccc2n1C/C=C/c1ccccc1 | -43%
97 | CCn1c(SC)nnc1-c1ccc(S(=O)(=O)N2CCCCC2)cc1 | -3%
98 | CC1(C(=O)NS(=O)(=O)c2ccccc2)CCN1C(=O)Cc1ccc(Cl)cc1Cl (stereo not drawn) | -26%
99 | CC(C)c1ccc(NC(=O)C2Cc3c(-c4ccc(Cl)cc4)ccnc3O2)cc1 (stereo not drawn) | 2%
100 | COc1cc(-c2cc(NC(C)=O)c3ncc(-c4ccc(F)cc4)n3c2)cc(OC)c1OC | -24%
101 | CCOC(=O)C1=CCN(S(=O)(=O)c2ccc(C)cc2)C1c1ccc(Cl)c(Cl)c1 (stereo not drawn) | 0%
102 | CC1(C(=O)NS(=O)(=O)c2ccccc2Cl)CCN1C(=O)c1cccc(F)c1 (stereo not drawn) | 9%
